# hcDAF-12 act: activates DAF-12 receptor from parasite H. contortus | HEK293 hcDAF-12 lit1-tk-luc reporter, luminescence; 0% DMSO, 100% Δ7-dafachronic acid | activation, % at 6.8 µM | hit rate 1.4% among 370,000;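 active means activation above the mean of all tested compounds plus 3 SD, cut at about 5.5% in these data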;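 further: 100% = response to 3 µM Δ7-dafachronic acid high control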
# hgDAF-12 ag: hgDAF-12 agonism, primary luciferase screen | HEK293 GAL4-hgDAF12 UAS-luciferase reporter, agonist luminescence; normalized to butyrate control | activation, % at 6.8 µM | hit rate 1.8% among 370,000 | AID 687014;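 active means activation above a cutoff set at the mean of all screened compounds plus 3 SD, cut at about 10% in these data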;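 further: 0% = DMSO wells and 100% = sodium butyrate wells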
# PLCb3 inh: blocks human PLC-beta3 enzyme activity | Purified PLC-beta3, fluorogenic substrate, fluorescence | hit rate 0.18% among 370,000 | Q01970 | inhibition, % at 12.2 µM; in the data active means inhibition above about 11%;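 further: 0% = median of compound wells on plate and 100% = full blocker control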
# Target sequence (Q01970 whole entry, looked up): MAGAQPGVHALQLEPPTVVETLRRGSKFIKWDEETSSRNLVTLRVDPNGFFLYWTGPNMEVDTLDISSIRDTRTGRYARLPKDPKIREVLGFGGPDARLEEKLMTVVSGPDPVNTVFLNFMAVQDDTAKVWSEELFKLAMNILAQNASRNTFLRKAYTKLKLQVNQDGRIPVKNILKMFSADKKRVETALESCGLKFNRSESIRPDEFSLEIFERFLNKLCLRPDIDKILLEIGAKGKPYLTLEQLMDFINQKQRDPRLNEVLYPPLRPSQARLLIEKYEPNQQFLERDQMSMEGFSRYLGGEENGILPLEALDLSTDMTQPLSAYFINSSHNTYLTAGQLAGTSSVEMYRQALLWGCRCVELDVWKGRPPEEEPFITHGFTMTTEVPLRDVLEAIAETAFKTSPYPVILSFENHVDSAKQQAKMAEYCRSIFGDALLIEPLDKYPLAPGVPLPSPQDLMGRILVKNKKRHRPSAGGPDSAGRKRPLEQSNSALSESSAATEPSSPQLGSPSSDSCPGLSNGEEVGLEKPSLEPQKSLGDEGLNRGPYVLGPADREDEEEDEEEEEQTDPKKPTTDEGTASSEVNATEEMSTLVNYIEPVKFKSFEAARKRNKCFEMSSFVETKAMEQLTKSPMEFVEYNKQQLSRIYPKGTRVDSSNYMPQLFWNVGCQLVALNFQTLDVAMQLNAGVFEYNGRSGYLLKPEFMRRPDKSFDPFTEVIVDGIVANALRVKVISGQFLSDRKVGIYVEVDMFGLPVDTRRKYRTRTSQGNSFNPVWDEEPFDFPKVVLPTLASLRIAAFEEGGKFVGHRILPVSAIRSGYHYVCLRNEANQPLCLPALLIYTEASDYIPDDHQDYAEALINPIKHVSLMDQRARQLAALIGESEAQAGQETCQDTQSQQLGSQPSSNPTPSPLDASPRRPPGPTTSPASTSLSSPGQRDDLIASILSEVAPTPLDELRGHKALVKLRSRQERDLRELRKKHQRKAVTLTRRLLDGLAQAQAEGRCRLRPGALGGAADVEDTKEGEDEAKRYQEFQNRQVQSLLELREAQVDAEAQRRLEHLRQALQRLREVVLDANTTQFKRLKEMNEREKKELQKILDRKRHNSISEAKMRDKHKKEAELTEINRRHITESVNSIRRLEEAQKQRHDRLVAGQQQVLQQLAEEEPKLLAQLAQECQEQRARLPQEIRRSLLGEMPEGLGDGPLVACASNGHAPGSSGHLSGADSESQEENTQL
# DAX1 inh-1: inhibitors of human orphan nuclear receptor DAX1 (NR0B1). AID 504766. HEK293 Gal4-DAX1 luciferase reporter, luminescence. P51843. inhibition, % at 6.75 µM. hit rate 0.99% among 340,000;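 active means inhibition above the mean over all tested compounds plus 3 SD, cut at about 4.2% in these data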;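 further: 0% = DAX1-transfected cells with DMSO and 100% = empty-vector control cells with DMSO; inhibition shows as a rise in luminescence from relieved DAX1 repression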
# ADAM10 inh: inhibits human ADAM10; O14672; recombinant ADAM10, EDANS/DABCYL FRET peptide cleavage, 3 h; inhibition, % at 7 µM; hit rate 0.62% among 370,000; AID 720582;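 active means inhibition above a per-campaign cutoff equal to the mean of compounds falling between control-based bounds plus 3 SD, cut at about 20% in these data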;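 further: 0% = DMSO wells while the 100% control is not disclosed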
# PLC-gamma1 inh: PLC-gamma1 (human) inhibition, primary screen; P19174; purified PLC-gamma1, fluorogenic substrate, fluorescence; inhibition, % at 12.2 µM; hit rate 0.84% among 370,000; in the data active means inhibition above about 9.5%
# DAX1 inh-2: blocks DAX1 repression of SF-1 activated StAR promoter; AID 652010; inhibition, % at 6.8 µM; hit rate 1.1% among 370,000; HEK293T StAR-luciferase reporter, SF-1/DAX-1 repression relief;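 active means inhibition above the mean over all tested compounds plus 3 SD, cut at about 3.6% in these data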;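 further: 0% = DAX-1 cells with DMSO and 100% = cells lacking DAX-1 with DMSO; higher inhibition means more luminescence from relief of DAX-1 repression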
# ssDAF-12 act: S. stercoralis DAF-12 activation, primary screen | activation, % at 6.8 µM | AID 652126 | hit rate 1% among 370,000 | HEK293 ssDAF-12/GRIP1 lit1-tk-luc reporter, luminescence; % of 3 µM dafachronic acid response;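 active means activation above the mean over all tested compounds plus 3 SD, cut at about 0.9% in these data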;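 further: 0% = DMSO-only wells and 100% = 3 µM delta7-dafachronic acid wells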
# ADAM17 inh: inhibits human ADAM17 | hit rate 0.83% among 370,000 | recombinant ADAM17, EDANS/DABCYL FRET peptide cleavage | AID 720648 | P78536 | inhibition, % at 6.95 µM;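 active means inhibition above the mean of compounds lying between control limits plus 3 SD, set per campaign, cut at about 8.5% in these data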;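 further: 0% = DMSO-only wells as the low control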
# GAA850 FXN act: increases GAA850 frataxin promoter reporter activity; HEK293 lucGAA850 FXN promoter luciferase reporter, 24 h; percent of 10 µM SAHA response; activation, % at 6 µM; hit rate 0.56% among 360,000; AID 540364;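 active means activation above the average of all compounds screened plus 3 SD, cutoff fixed separately per campaign, cut at about 7.5% in these data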;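 further: 0% = DMSO wells and 100% = 10 µM SAHA wells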
# sPLA2-III inh: Blocks human group III sPLA2 activity. inhibition, % at 12.2 µM. QFRET BODIPY PC-A2 liposome hydrolysis, fluorescence. Q9NZ20. hit rate 0.56% among 370,000;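 active means inhibition above mean plus 3 SD of compounds lying within the high and low control bounds, cut at about 19% in these data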;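 further: 0% = median of test compound wells and 100% = no enzyme DMSO wells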
# Active calls of the source: *; i = inactive; nt = no result given.
SMILES,hcDAF-12 act,hgDAF-12 ag,PLCb3 inh,DAX1 inh-1,ADAM10 inh,PLC-gamma1 inh,DAX1 inh-2,ssDAF-12 act,ADAM17 inh,GAA850 FXN act,sPLA2-III inh
O=C(Nc1ccc2c(c1)nc1n2CCCCC1)c1cc(S(=O)(=O)N2CCOCC2)ccc1Cl,-4.3,-2.3,2,-1.7,1,-3,-1.0,-1.5,0,-3.1,2
CCOC(=O)c1ccc(NC(=O)c2ccnn2C)cc1,0.2,5.9,0,-0.6,-1,1,0.8,-1.5,-3,2.5,0
CC1=C(C(=O)OCc2ccc3c(c2)OCO3)C(c2ccc(Cl)cc2)NC(=O)N1 (centres undefined),-3.2,4.3,-1,-2.3,-2,1,-1.6,-1.9,0,-11,-2
CCCNC(=O)c1onc(CSc2ccccc2)c1C(=O)NCCC,-1.7,-0.5,7,1.1,12,1,1.2,-1.4,3,4.1,-1
CC1(C(=O)NC2CCCC2)CCC(=O)N1Cc1ccc2c(c1)OCO2 (centres undefined),-0.6,-1.2,0,0.8,-6,-4,-0.5,-1.1,-7,3.4,3
CCn1cc(C(=O)Nc2ccc(Cl)cc2Cl)cn1,2.3,-1.0,-2,2.7,2,-2,0.6,-1.3,-2,3.9,-5
CCOC(=O)C1CCN(C(=O)Cn2cnc3sc(C)c(S(=O)(=O)N4CCCCC4)c3c2=O)CC1,-0.4,-0.2,-5,-0.8,2,4,-0.1,-0.5,-2,0.9,0
Cc1[nH]n(-c2ccc(Cl)cc2)c(=O)c1C=NC12CN3CN(CN(C3)C1)C2,0.8,0.8,1,1.4,2,1,0.5,-1.1,-1,0.8,8
CCNC(=O)C(=O)N1CCC2(CC1)OCCN2S(=O)(=O)c1ccc(C)cc1,-1.6,0.7,0,-1.4,4,3,3.4,-1.3,-2,2.5,7
COc1cccc(NC(=O)CN(C)C(=O)c2cc(S(=O)(=O)Nc3ccccc3OC)ccc2C)c1,-0.8,-4.0,-5,0.6,10,-3,-2.2,-2.0,3,2.8,-28
Cc1ccc(-c2nc(CN3CCN(C(=O)C4CCCO4)CC3)cs2)cc1 (centres undefined),-1.0,-2.2,-5,0.0,-10,3,-5.3,-1.4,-4,-0.9,-3
O=C(OCc1cccc(Cl)c1)c1cc([N+](=O)[O-])ccc1N1CCOCC1,-2.1,-0.9,-6,-0.8,3,5,-1.8,-1.1,-3,0.2,-3
COC(=O)C1CN(Cc2ccc(OC)cc2)CCS(=O)(=O)N1Cc1cn(CCOC(C)=O)nn1 (centres undefined),1.1,-3.7,2,nt,-3,2,-0.1,-1.5,-1,nt,8
CC(C)(C)C(=O)Nc1sc(-c2ccccc2)cc1C(=O)O,-0.3,-2.0,-10,0.1,-11,-3,0.4,-1.1,-7,-2.7,-9
CC1CCC(NC(=O)CN2C(=O)c3cccnc3Oc3ccc(Cl)cc32)CC1 (centres undefined),-0.5,1.6,-8,0.4,0,-2,-0.1,-0.7,-4,0.2,6

# The final 2 records of the section above are carried over, then new ones follow.
SMILES,hcDAF-12 act,hgDAF-12 ag,PLCb3 inh,DAX1 inh-1,ADAM10 inh,PLC-gamma1 inh,DAX1 inh-2,ssDAF-12 act,ADAM17 inh,GAA850 FXN act,sPLA2-III inh
CC(C)(C)C(=O)Nc1sc(-c2ccccc2)cc1C(=O)O,-0.3,-2.0,-10,0.1,-11,-3,0.4,-1.1,-7,-2.7,-9
CC1CCC(NC(=O)CN2C(=O)c3cccnc3Oc3ccc(Cl)cc32)CC1 (centres undefined),-0.5,1.6,-8,0.4,0,-2,-0.1,-0.7,-4,0.2,6
CCOC(=O)C1=CCN(S(=O)(=O)c2ccc(C)cc2)C1c1cccc(C)c1 (centres undefined),-2.2,-0.3,3,nt,7,3,-1.1,-1.4,4,nt,-6
Cc1ccc(CCNC(=O)CS(=O)Cc2nc(-c3ccccc3F)oc2C)cc1 (centres undefined),0.9,-0.5,-7,0.4,0,-6,-0.2,-1.5,-4,1.3,-2
CCOc1cc(/C=C/c2cc(C(=O)O)c3ccccc3n2)ccc1OC,0.5,0.7,-54,0.6,-2,-43,0.8,-1.9,0,-1.3,8
CCn1ccnc1CN1CCCC(C(=O)c2ccc3c4c(cccc24)CC3)C1 (centres undefined),0.6,-1.8,-125,-1.7,-176,-80,-1.0,-1.2,-66,0.9,-4
CC(C)(C)n1nnnc1CN1CCN(C(c2ccccc2)c2ccccc2)CC1,-1.6,0.1,2,0.0,0,-2,-0.9,-1.4,-3,2.5,-21
O=C1NC(=O)C(c2ccccc2)(c2ccc(O)cc2)N1 (centres undefined),0.3,1.7,3,0.4,-2,0,-0.7,-1.4,1,0.8,-6
COc1ccc(-c2cc(C(=O)NCCCN3CCOCC3)no2)cc1,-1.5,3.0,-4,0.6,6,-1,-0.1,-1.2,0,1.1,-1
CCOc1ccc(C2NC(=O)c3ccccc3O2)cc1OC (centres undefined),0.4,0.1,-4,2.1,-61,-3,1.0,-1.2,-23,1.4,0
Cn1c(-c2cccc([N+](=O)[O-])c2)[n+](C)c2ccccc21,-0.6,4.5,-2,0.3,-6,-1,0.1,-1.8,-1,0.2,1
O=C(CSC(=S)N1CCCC1)NCCc1ccccc1,-2.2,-2.2,-5,0.6,3,-5,-0.2,-1.2,-3,-0.1,14
O=C(CCn1c(=O)oc2ccccc21)Nc1ccon1,-2.2,0.7,0,0.7,-6,1,0.4,-1.6,-6,0.2,0
NC(=S)NN=C(c1ccc(Br)cc1)C1CC1,-0.2,0.1,-3,-0.5,-7,-2,-2.5,-0.9,-6,-2.5,14
COc1cc(S(=O)(=O)NCc2cccnc2)ccc1F,-0.7,0.0,3,-0.3,-4,1,0.6,-1.4,-3,0.6,-1
CCCS(=O)(=O)N1CCC(C(=O)NCCCOC(C)C)CC1,-2.0,0.5,0,1.3,-2,-1,-0.5,-1.2,-2,-2.4,-8
C=C1CCN([C@@H](C)C(=O)NCc2cc(OC)c(OC)c(OC)c2)S(=O)(=O)c2ccccc21,-0.8,-2.4,6,-0.5,8,7,0.1,-1.8,-4,-0.6,-2
COc1ccc(C(O)Cc2nccn2C)cc1 (centres undefined),-1.3,-0.5,-7,0.6,1,3,-0.2,-1.6,0,0.4,6
O=C(O)C1C2C=CC(C2)C1C(=O)NCCCN1CCCC1=O (centres undefined),2.0,1.8,-7,-0.6,-2,0,-0.5,-1.4,-2,1.9,1
CCOc1cccc(Nc2cc3n(c(=O)n2)CCc2cc(OC)c(OC)cc2-3)c1,0.1,-1.0,-112,0.3,-327,-74,-0.8,-1.6,-107,9.6*,6
CCSc1ccccc1C(=O)NCCc1ccccc1,2.3,0.8,0,-0.2,-4,-4,0.7,-1.2,-2,1.6,2
C=CCn1c(O)c(C(CC)=Nc2ccccc2NC(=O)CC)c(=O)[nH]c1=O,0.5,2.8,-2,2.0,-6,-4,0.9,-0.7,0,-0.2,-4
COc1ccc(CNC(=O)C(c2ccco2)N(C(=O)CNS(=O)(=O)c2ccccc2)c2ccccc2C)cc1 (centres undefined),-3.6,-1.8,6,-0.7,12,6,-0.8,-2.0,4,-1.3,-28
COC(=O)N/N=C/c1cc(Br)ccc1O,-2.0,0.3,-44,-0.7,-85,-40,0.0,-1.6,-31,-0.8,8
COc1ccccc1CNS(=O)(=O)c1cccc2nsnc12,4.1,-1.2,-9,0.3,-4,0,1.2,-1.6,-2,3.0,11
COC(=O)c1nc(Cl)c(Cl)c(N)c1Cl,3.3,2.6,-3,1.8,1,-1,0.8,0.3,-1,3.7,1
COc1cccc(-c2nnc(NC(=O)CCS(=O)(=O)c3ccc(C)cc3)o2)c1,-1.8,1.6,-10,3.4,-10,2,-1.1,-0.9,-5,-0.2,3
O=c1c2ccccc2nc(-c2ccco2)n1CCCn1ccnc1,-1.4,-1.8,2,-0.3,4,-1,-0.6,-1.7,-1,0.6,-6
Cc1sc2ncnc(N(C)Cc3cccs3)c2c1C,-1.6,-1.5,0,-0.6,4,0,-0.8,-1.6,0,0.4,-3
CC(Nc1nc(N2CCCC2)nc2ccccc12)c1ccccc1 (centres undefined),0.0,0.1,-4,-0.2,-19,0,-1.1,-1.0,-4,1.8,10
CN(C(=O)c1ccc(NC(=O)Cc2cccc(NC(=O)C3CCCN(C(=O)C4CCCC4)C3)c2)cc1)C1CC1 (centres undefined),-0.7,-1.9,0,1.1,-4,-1,0.6,-0.6,-2,2.6,-9
COc1ccc(C(=O)CC(=O)c2ccc(OC)cc2)cc1,-0.9,0.5,-19,1.9,-20,-8,-0.1,-1.4,-11,3.0,-10
COC(=O)c1ccc(N(CC(=O)NC2CCCC2)C(=O)CNC(=O)c2ccco2)cc1,-0.1,0.7,4,-0.9,2,4,-0.3,-1.2,4,-1.8,6
N=c1c2c(n(Cc3ccc(Cl)cc3)c3c1CCC3)CCC2,-3.4,-8.8,1,-2.6,2,4,-3.4,-2.3,2,-6.6,4
CC(OC(=O)CNC(=O)c1sc2ccccc2c1Cl)c1ccccc1 (centres undefined),-0.6,-2.3,-9,-0.5,2,2,0.4,-1.3,2,1.6,3
Cc1ccc(C(=O)N[C@@H](Cc2ccccc2)C(=O)N2CCC3(CC2)NCCc2[nH]cnc23)cc1C,-0.2,0.4,-4,0.2,2,3,0.9,-0.7,-2,-1.4,-7
O=[N+]([O-])c1cc2c(cc1CN1CCN(c3ccccc3F)CC1)OCO2,-1.9,-0.6,-13,0.3,-13,-3,0.2,-1.1,-7,1.0,-2
CCN(CC)CCN(C(=O)c1cc2c(ccc3ccccc32)oc1=O)c1nc2cc3c(cc2s1)OCCO3,3.6,8.5,i,2.0,i,-434,2.9,0.0,i,1.6,3
CCN(CC)C(=O)Oc1cc(=O)n(C)c2ccccc12,3.1,-0.3,7,-1.9,-1,8,1.2,-1.3,3,3.1,5
CC(NC(=O)c1ccc(S(=O)(=O)NCc2ccco2)cc1)c1ccc(F)cc1 (centres undefined),-0.4,-1.1,-2,-0.1,-6,-1,0.7,-0.6,0,2.1,-5
O=C(CCc1nnc(CCCCc2ccccc2)o1)N(CCO)Cc1ccccc1,-1.6,3.4,-3,0.5,-3,0,0.0,-1.5,-3,2.0,-8
CN(C1CCCCC1)S(=O)(=O)c1ccc(S(=O)(=O)N(CC(=O)Nc2ccccc2)C2CC2)cc1,-0.5,-3.2,-5,-0.7,-2,2,0.7,-1.3,-6,1.4,3
O=C(NCCCNC(=O)c1ccco1)c1cccc(F)c1,-1.7,0.1,-1,0.0,4,-2,0.2,-1.2,1,-0.2,-1
CC(C)(C)NC(=O)CC1C[C@H](C(=O)N2CCCCC2)[C@@]2(C)c3[nH]c4ccccc4c3CCN2C1=O (some centres undefined),0.2,0.8,-3,0.4,-12,0,0.9,-1.2,-4,-4.0,-1
Cc1nnc(NC(=O)CCN2C(=O)C3CC=CCC3C2=O)s1 (centres undefined),-1.3,2.1,1,0.9,0,3,0.3,-1.6,-1,-0.8,7
COc1ccc(Cl)cc1NC(=S)NNC(=O)c1cccs1,2.1,3.0,-12,2.7,10,-2,0.7,-0.3,0,3.3,3
